TPT1 inh: blocks Candida albicans tRNA 2'-phosphotransferase; recombinant caTPT1, FP RNA substrate dephosphorylation; inhibition, % at 5 µM; 300,000 compounds, 0.81% hits; AID 1962;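 active means inhibition above the mean of all tested compounds plus 3 SD, set per screening campaign, cut at about 24% in these data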;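 further: plate controls were DMSO alone for no effect and ferristatin control at 100 nM for full effect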
core dimer inh: HCV core protein dimerization inhibition; 300,000 compounds, 0.33% hits; TR-FRET GST/Flag-core106 dimerization, 1536-well; AID 1899; inhibition, % at 5 µM;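 active means inhibition above the mean of all tested compounds plus 3 SD, set per screening campaign, cut at about 45% in these data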
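System: GST-tagged and Flag-tagged HCV core protein residues 1-106 / Input: core106 proteins, GST 13.5 nM and Flag 17 nM / Buffer or medium: KF-containing HEPES buffer, pH 7.45, DTT, CHAPS, BSA / Probe or stimulus: Eu-anti-GST and XL665-anti-Flag labelled anti-tag antibodies / Schedule: 4 h, 22.5 °C incubation / Technique: TR-FRET 671 and 617 nm emission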
JMJD2C inh: human JMJD2C demethylase inhibition. GST-JMJD2C(1-420) H3K9me3 demethylation, DELFIA europium. 330,000 compounds, 0.069% hits. Q9H3R0. inhibition, % at 2.35 µM. AID 2099;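 active means more than half of a compound's replicate wells show inhibition beyond 50%, single wells judged on their own value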;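 further: signal counts dimethyl H3K9 product captured on neutravidin plate; 0% = median of DMSO wells and 100% = 0.3 times that DMSO median; strong numbers were not always called active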
PP5 primary: inhibitors of human protein phosphatase 5 (PP5) | P53041 | purified PP5c, OMFP substrate fluorescence | inhibition, % at 6.7 µM | 320,000 compounds, 0.18% hits | AID 1987;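 active means inhibition above the campaign's mean inhibition across all tested compounds plus 3 SD, cut at about 9.5% in these data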;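 further: 0% = DMSO only and 100% = 100 µM cantharidin control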
Efflux pump inh: antifungal efflux pump inhibition, Nile Red retention; S. cerevisiae Candida pump triplex; inhibition, % at 10 µM; 330,000 compounds, 0.44% hits;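 active means plate passing quality check with inhibition over a set limit, or well fluorescence over plate mean plus 4 SD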;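 further: Nile Red retained in pooled yeast measured as flow cytometry median fluorescence; 0% = buffer negative control and 100% = Enniatin B positive control; higher means more Nile Red kept so more efflux inhibition; some compounds called inactive have numbers as strong as hits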
LYPLA2 counter: blocks human lysophospholipase 2, a PME1 counter-screen | O95372 | inhibition, % at 5.9 µM | 320,000 compounds, 0.38% hits | recombinant LYPLA2, FP-Rh probe fluorescence polarization;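 active means inhibition above the screen-wide mean plus 3 SD, limit set per campaign, cut at about 26% in these data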;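 further: 0% = LYPLA2 with DMSO and 100% = wells lacking LYPLA2 enzyme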
Target sequence (O95372 whole entry, looked up): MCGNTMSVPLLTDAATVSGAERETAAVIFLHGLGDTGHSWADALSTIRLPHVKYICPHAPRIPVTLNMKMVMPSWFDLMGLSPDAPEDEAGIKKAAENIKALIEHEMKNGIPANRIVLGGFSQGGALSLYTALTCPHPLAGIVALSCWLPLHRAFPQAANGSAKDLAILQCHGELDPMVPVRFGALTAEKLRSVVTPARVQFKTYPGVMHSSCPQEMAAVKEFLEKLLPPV
PREPL inh: inhibits the human prolyl oligopeptidase-like enzyme; inhibition, % at 5.96 µM; 320,000 compounds, 0.68% hits; Q4J6C6; recombinant PREPL, fluorescence polarization activity-based probe; AID 2751; in the data active means inhibition above about 43%;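 further: 0% = enzyme with DMSO and 100% = wells lacking enzyme; many of its hits are not listed in these tables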
Target sequence (Q4J6C6 whole entry, looked up): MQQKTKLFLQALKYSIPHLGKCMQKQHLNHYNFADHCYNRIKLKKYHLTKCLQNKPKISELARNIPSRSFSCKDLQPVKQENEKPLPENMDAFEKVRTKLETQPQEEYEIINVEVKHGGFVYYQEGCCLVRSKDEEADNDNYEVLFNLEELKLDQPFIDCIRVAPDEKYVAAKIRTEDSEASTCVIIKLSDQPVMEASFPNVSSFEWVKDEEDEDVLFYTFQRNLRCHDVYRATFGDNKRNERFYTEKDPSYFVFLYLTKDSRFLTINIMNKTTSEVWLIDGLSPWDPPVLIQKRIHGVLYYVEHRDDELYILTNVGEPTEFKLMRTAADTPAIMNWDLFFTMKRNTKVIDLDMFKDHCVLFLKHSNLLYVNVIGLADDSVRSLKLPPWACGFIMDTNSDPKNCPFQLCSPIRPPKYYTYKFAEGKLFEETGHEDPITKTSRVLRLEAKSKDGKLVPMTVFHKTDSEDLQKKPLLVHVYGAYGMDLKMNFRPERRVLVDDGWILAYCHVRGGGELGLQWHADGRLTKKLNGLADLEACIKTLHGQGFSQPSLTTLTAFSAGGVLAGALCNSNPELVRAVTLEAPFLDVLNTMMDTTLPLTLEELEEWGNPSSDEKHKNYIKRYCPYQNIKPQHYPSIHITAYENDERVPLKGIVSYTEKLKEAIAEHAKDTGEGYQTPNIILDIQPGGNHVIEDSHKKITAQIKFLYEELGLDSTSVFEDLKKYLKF
PP1 counter: counter-screen for PP5 inhibitors: inhibitors of human PP1-alpha; 320,000 compounds, 0.9% hits; inhibition, % at 6.7 µM; AID 2235; purified PP1alpha, OMFP fluorescence; P62136;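 active means inhibition above the mean inhibition of all tested compounds plus 3 SD, computed separately for each screening campaign, cut at about 15% in these data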
Fh CTSL1 inh: blocks F. hepatica cathepsin L1 in PFM18AAP counter-screen. AID 1906. recombinant F. hepatica cathepsin L1, Z-Leu-Arg-MCA fluorescence. 300,000 compounds, 0.49% hits. inhibition, % at 5.96 µM;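 active means inhibition above the mean of all tested compounds plus 3 SD, set per screening campaign, cut at about 17% in these data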;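 further: 0% = plate median of test compound wells and 100% = 1 µM Z-Phe-Ala-diazomethylketone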
* marks the source's active call; other numbers are inactive results; i = inactive; x = no result given. This is a subset; count on the stated rates, not on these rows.

SMILES	TPT1 inh	core dimer inh	JMJD2C inh	PP5 primary	Efflux pump inh	LYPLA2 counter	PREPL inh	PP1 counter	Fh CTSL1 inh
CCOC(=O)N1CCC(NC(=O)c2cccnc2SC)CC1	-3	-5	6	1.1	0.1	-5	-9	-2	-3
Cc1c(C(=O)N2CCOCC2)sc(NC(=O)Cc2ccccc2)c1C#N	3	-1	1	-1.1	0.0	4	16	-5	3
CCOC(=O)C1CCN(C(=O)Cn2cnc3sc(C)c(S(=O)(=O)N4CCCCC4)c3c2=O)CC1	-6	-2	-4	3.0	0.2	3	13	-3	5
Cc1onc(-c2ccccc2)c1C(=O)n1cccn1	5	-4	4	-0.6	0.0	-1	6	-3	-4
CCC(=O)Nc1cccc(NC(=O)CSc2nnnn2C)c1	-4	-4	-15	-0.8	-0.1	-7	1	-8	2
COc1ccc(CCNC(=O)N2CCOCC2)cc1	3	-1	5	-2.7	-0.1	-4	-7	-2	0
Cn1c(=O)c(=O)n(C)c2cc(S(=O)(=O)CCC(=O)Nc3c(F)c(F)c(F)c(F)c3F)ccc21	0	-3	0	3.2	0.0	0	7	-4	3
CCc1ccc(OCC(O)CN2CCC(CN3C(=O)c4cccc5cccc(c45)C3=O)CC2)cc1 (stereo not given)	2	-8	-11	0.9	0.3	29*	-20	6	-1
CCOC(=O)[C@H](CCc1ccccc1)N[C@@H](C)C(=O)N1[C@H](C(=O)O)C[C@@H]2CCC[C@@H]21	1	15	-37	0.0	0.0	-4	-7	-7	0
O=C(NCCc1csc(-c2ccccc2)n1)c1cccs1	-3	-7	0	0.1	0.1	2	1	-1	-26
O=C(CSc1ncn[nH]1)Nc1ccccc1Sc1ccccc1	1	-5	i	0.3	0.2	1	-7	0	1
O=C(CSCc1ccc(Cl)cc1)NN=C1CCCC1	-3	-2	5	-0.6	0.2	1	-53	2	1
Cc1ccsc1CN(C)C(=O)CN1C(=O)NC(c2ccccc2)(c2ccccc2)C1=O	x	x	2	5.8	0.0	2	-6	3	x
O=[N+]([O-])c1c(Nc2ccc(O)cc2)cc(Cl)c2nonc12	-1	19	9	0.1	-0.4	19	21	4	5
CCOC(=O)N1CCN(C2CCCN(C(=O)c3ccccc3N(C)C)C2)CC1 (stereo not given)	-1	-17	-2	6.2	0.1	3	8	-1	1
CN(CC(CC(=O)Nc1nncs1)c1ccccc1)S(=O)(=O)c1ccc(Br)cc1 (stereo not given)	2	7	15	3.9	0.2	1	-33	0	1
Cc1nn(C)c(C)c1NC(=O)c1ccc(Cl)cc1	-4	-3	8	0.9	0.1	0	0	-6	-1
CC(OC(=O)c1ccc(F)cc1)C(=O)Nc1nc(-c2cccc([N+](=O)[O-])c2)cs1 (stereo not given)	0	4	5	2.2	0.0	-30	-10	1	-3
O=C1N=C(N2CCc3ccccc3C2)S/C1=C\c1cccc(O)c1	0	4	10	3.0	0.1	-2	4	1	1
CCC1(C)OCC(Cn2c3ccccc3c3ccccc32)O1 (stereo not given)	3	-1	-15	1.4	0.2	5	3	0	-1
COc1cccc(OC(=O)c2cc3ccccc3oc2=O)c1	3	0	-20	-1.3	0.0	5	13	-4	3
Cc1ccc(-c2nnc(-c3cc(C)on3)o2)cc1	-4	5	18	2.4	0.0	0	-2	-7	-2
CCCC(=O)C1=C(O)C(C(=O)OC)C(C)(C)CC1=N (stereo not given)	5	2	-1	-0.2	0.0	1	13	-4	-2
COc1ccc(CNC(=O)c2cnn3c(C(F)F)cc(C)nc23)cc1	-3	-5	28	2.2	0.1	1	0	1	-2
O=S(=O)(Cc1ccco1)Cc1nc(-c2ccc(Cl)cc2)cs1	0	0	2	3.0	-0.1	-4	1	-2	-4
Cc1nnc(SCC(=O)NC(=O)NC(C)C)s1	-4	0	-11	0.7	0.0	-1	2	-2	-4
CCOc1cc(/C=C2\NC(=O)NC2=O)ccc1OC(C)C(=O)O (stereo not given)	3	-7	-19	-5.5	0.2	-6	7	-1	10
CCOc1ccc(-c2nnc(SCC(=O)NC(C)(C)C)nc2-c2ccc(OCC)c(OC)c2)cc1OC	-1	1	-11	1.2	0.2	10	4	-2	3
CCCS(=O)(=O)NCCc1cc2ccc(C)cc2[nH]c1=O	-2	-8	-9	-0.1	0.0	-1	-1	0	-1
Cc1ccc(S(=O)(=O)N(C)c2ccc(OCC(=O)Nc3nc4c(ccc5ccccc54)s3)cc2)cc1	9	8	-1	-0.1	0.3	-30	21	1	5

Filtered by structure: the entries above with a nitro group on carbon.
SMILES	TPT1 inh	core dimer inh	JMJD2C inh	PP5 primary	Efflux pump inh	LYPLA2 counter	PREPL inh	PP1 counter	Fh CTSL1 inh
O=[N+]([O-])c1c(Nc2ccc(O)cc2)cc(Cl)c2nonc12	-1	19	9	0.1	-0.4	19	21	4	5
CC(OC(=O)c1ccc(F)cc1)C(=O)Nc1nc(-c2cccc([N+](=O)[O-])c2)cs1 (stereo not given)	0	4	5	2.2	0.0	-30	-10	1	-3

(continued)
SMILES	TPT1 inh	core dimer inh	JMJD2C inh	PP5 primary	Efflux pump inh	LYPLA2 counter	PREPL inh	PP1 counter	Fh CTSL1 inh
O=C(NCc1cccnc1)c1ccccc1NS(=O)(=O)c1ccc(F)cc1F	2	1	-1	2.0	-0.2	11	5	-2	-1
O=C(Cn1cnc2c(nnn2-c2ccccc2)c1=O)N1CCC(Cc2ccccc2)CC1	1	6	-3	1.4	0.1	0	-12	2	0
C=CCn1c(SC2CCOC2=O)nc2scc(C3CC3)c2c1=O (stereo not given)	14	16	9	-1.0	0.1	-1	14	1	4
O=C(NC1CCN(C(=O)c2ccccc2Br)CC1)c1ccccc1	-4	4	9	-2.6	0.1	-3	4	-5	1
CC(=O)NC(CCS(C)(=O)=O)C(=O)Nc1ccccc1C (stereo not given)	2	2	2	-2.2	0.0	-4	4	-3	-1
C=CCNC(=O)C(=O)NCCCN1CCOCC1	-5	-1	2	-0.7	-0.1	-2	7	-2	4
COc1ccc(NS(=O)(=O)c2ccc3oc(=S)[nH]c3c2)cc1	-2	0	3	-0.5	-0.1	-4	14	-2	-2
NC(=O)C1CC=CCC1C(=O)OCC(Cl)=C(Cl)Cl (stereo not given)	-1	0	-2	1.2	-0.1	4	0	0	3
O=c1oc2c3c4c(cc2c(C(F)(F)F)c1CCN1CCOCC1)CCCN4CCC3	-1	-5	-2	0.3	-0.1	1	55*	-1	1
CCOC(=O)N1CCN(S(=O)(=O)c2cc([N+](=O)[O-])c(C)cc2C)CC1	0	11	9	-2.1	0.0	-1	-1	-5	-3
COc1ccc(NS(=O)(=O)c2ccc(Oc3c(C#N)cccc3C#N)cc2)cc1	3	5	9	2.0	-0.1	14	-28	-1	-4
CN1C(=O)/C(=C/c2ccccc2OCc2cccc(F)c2)NC1=S	-1	6	-3	3.2	-0.2	-3	-20	2	2
CCCCCCC(=O)Nc1c2c(nc3ccccc13)N(C)CC2	0	-2	-14	0.0	0.3	4	3	-2	-1
O=C(Nc1ccccc1)C1=C[C@H](c2coc3ccccc3c2=O)C[C@H](OCCCCO)O1	2	1	5	1.8	-0.2	2	14	-1	0
O=C(NCCN1CCOCC1)C1CCN(S(=O)(=O)N2CCCCC2)CC1	3	-2	1	3.3	-0.1	5	-12	-2	-1
N#CC1=C(N)Oc2cc(N)ccc2C1c1cccnc1 (stereo not given)	-1	-3	2	2.6	-0.1	-1	7	-1	3
COc1cccc(N=Nc2c(=O)[nH]n3c(C)cc(C)nc23)c1	0	-22	2	1.2	0.0	3	19	4	3
O=C(Cn1ncn2c(cc3ccccc32)c1=O)NCCC1=CCCCC1	-6	25	-12	3.8	-0.1	-2	13	4	1
Cc1ccc(Oc2ccc(OCC(=O)NC3CCS(=O)(=O)C3)cc2)cc1 (stereo not given)	1	-5	-5	2.0	0.3	-2	22	4	-3
COc1ccc(/C(=C/c2ccc(OC(F)F)c(OC)c2)C(=O)O)cc1OC	-2	-10	-10	0.2	-0.1	-2	14	4	-3
O=C(C1=C(O)C(=O)N(CCN2CCOCC2)C1c1ccc([N+](=O)[O-])cc1)c1cccs1 (stereo not given)	1	7	7	0.0	-0.2	-4	0	6	3
N#CC12CCCCC1CC1CCCCC1(C#N)N2Cc1cccnc1 (stereo not given)	4	0	4	3.4	0.3	1	1	-5	-5
CCCn1c(=N)c(S(=O)(=O)c2ccc(F)cc2)cc2c(=O)n3ccccc3nc21	3	5	8	-2.3	0.0	5	-4	0	-2
COCCN(C(=S)Nc1ccc(OC)cc1)C1CCN(C(C)=O)CC1	0	-5	-5	3.2	1.8	3	-3	2	0
Cc1ccc(NC(=S)NCc2ccc(Cl)cc2)c(C)c1	3	7	-15	3.1	0.6	-3	-2	3	-7
CC(C)CCN(C(=O)c1csnn1)C(C(=O)NC1CCCCC1)c1ccc(F)cc1 (stereo not given)	2	-3	-5	3.6	0.6	0	12	1	-5
Cc1ccc(S(=O)(=O)N(Cc2ccccc2)c2ccccc2C(=O)N2CCCCC2)cc1	-1	2	1	2.9	0.3	1	18	10	0
Cn1cnc(S(=O)(=O)N2CCN(C(c3ccc(F)cc3)c3ccc(F)cc3)CC2)c1	-4	1	14	0.1	-0.2	12	1	-2	-1
COc1ccccc1Nc1nc(-c2cccc([N+](=O)[O-])c2)nc2ccccc12	-3	3	6	0.5	0.4	8	2	1	-3
O=C(NCc1ccc(F)cc1)C1CCN(C(=O)Nc2ccc(F)cc2)CC1	2	-7	2	0.9	0.1	4	-6	0	-2
Cc1cc(-c2nc(C)c(C(=O)NNC(=O)NC(C)C)s2)no1	1	-9	11	1.1	-0.2	-5	3	-4	1
Cc1cc(C)nc(NS(=O)(=O)c2cccs2)c1	-1	-6	-4	1.6	-0.2	4	0	1	1
CN(C)c1ccc(/C=N\Nc2nc(-c3ccccc3)cc(=O)[nH]2)cc1	1	-34	-3	2.1	-0.6	6	14	-4	5
CCOc1cc(C=O)ccc1OS(=O)(=O)c1ccc(NC(C)=O)cc1	0	10	3	-0.1	-0.1	-5	-2	-5	0
O=C(CNc1n[nH]c(=O)[nH]c1=O)N/N=C/C=C/c1ccccc1	-4	-3	0	-0.4	-0.2	4	3	-3	6
COC(=O)C1=NN(c2ccccc2)C2(S1)S/C(=C\c1ccccc1)C(=O)N2c1ccccc1 (stereo not given)	-3	20	29	1.8	0.0	6	3	-3	-5
CC(OC(=O)C1CC1C)C(=O)Nc1ncc(Cl)cc1Cl (stereo not given)	-2	0	1	1.5	0.2	1	-3	-3	-6
CCCN1C(=O)/C(=C/c2ccc(N3CCOCC3)cc2)NC1=S	138*	-15	3	0.2	0.5	-6	10	-3	2
NNC(=O)c1ccc(Cn2cc(Cl)cn2)cc1	0	-6	19	2.7	-0.2	-2	-1	-3	-1
CS(=O)(=O)c1ccc2nc(NC(=O)c3ccc(Cl)nc3)sc2c1	0	-3	4	-1.6	-0.1	-6	0	1	-2
COc1ccc(CCC(=O)Nc2nnc(C(F)(F)F)s2)cc1	-2	0	2	1.9	0.0	4	-2	0	-6
CCOC(=O)c1ccc(NC(=O)C2CCCN(S(=O)(=O)c3cnc[nH]3)C2)cc1 (stereo not given)	-3	2	115	-1.6	0.0	0	-4	-8	-2
CC1Cc2nc(SCC(=O)NCc3ccco3)n(-c3ccccc3)c(=O)c2S1 (stereo not given)	0	13	-2	-1.0	0.1	4	4	0	0

High-throughput results (PubChem)
